From PubChem BioAssay
Rad51 HR inh: Rad51 (human) homologous recombination inhibition | hRad51 DNA strand exchange, fluorescence dequenching | inhibition, % at 10 µM | Q06609 | 200,000 tested, 0.085% active;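 active = inhibition above 40% at the single screening dose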;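 note: 0% = DMSO control wells and 100% = blanks with heterologous ssDNA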
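Read-out basis: percent inhibition relative to plate controls and blanks / Assay system: human Rad51 nucleoprotein filaments preassembled on unlabelled ssDNA / Timing: filaments 15 min 37 °C, then compound 30 min / Control set: per-plate controls and blanks / Technique: fluorescence dequenching at 485/520 nm / Compound: 10 µM final, single point / Also added: Fluorescein- and BHQ1-tagged 47-mer duplex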
p97 ATPase inh: inhibitors of human p97 ATPase; P55072; recombinant p97 ATPase, Kinase-Glo ATP luminescence, 3 h; inhibition, % at 8 µM; AID 1481; 220,000 tested, 0.42% active; in the data active = inhibition above about 15%;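 note: 0% = DMSO vehicle and 100% = wells lacking enzyme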
Target sequence (P55072 whole entry, looked up): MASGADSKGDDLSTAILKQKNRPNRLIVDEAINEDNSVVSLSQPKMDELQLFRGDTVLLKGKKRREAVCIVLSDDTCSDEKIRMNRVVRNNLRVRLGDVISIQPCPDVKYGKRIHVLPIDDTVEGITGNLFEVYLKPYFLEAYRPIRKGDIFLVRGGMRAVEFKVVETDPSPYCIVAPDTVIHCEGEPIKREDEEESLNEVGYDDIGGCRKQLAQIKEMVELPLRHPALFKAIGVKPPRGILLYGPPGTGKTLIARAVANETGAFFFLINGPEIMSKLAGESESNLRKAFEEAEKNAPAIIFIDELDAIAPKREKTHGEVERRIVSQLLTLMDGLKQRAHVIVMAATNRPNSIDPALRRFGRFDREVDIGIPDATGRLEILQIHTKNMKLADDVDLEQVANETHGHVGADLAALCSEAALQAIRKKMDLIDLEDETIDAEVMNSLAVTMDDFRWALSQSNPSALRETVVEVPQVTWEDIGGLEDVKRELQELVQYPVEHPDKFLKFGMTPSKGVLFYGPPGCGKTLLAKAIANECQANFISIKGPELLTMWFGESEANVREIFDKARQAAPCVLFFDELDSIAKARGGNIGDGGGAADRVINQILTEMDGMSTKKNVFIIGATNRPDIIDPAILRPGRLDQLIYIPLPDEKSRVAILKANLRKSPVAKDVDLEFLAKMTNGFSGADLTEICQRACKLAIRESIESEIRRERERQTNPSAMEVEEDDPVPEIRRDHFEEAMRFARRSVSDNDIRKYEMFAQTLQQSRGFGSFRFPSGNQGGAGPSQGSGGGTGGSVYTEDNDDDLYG
eIF4E-4G inh: eIF4E/eIF4G interaction inhibition in translation initiation | P63073+Q04637 | inhibition, % at 21.7 µM | 220,000 tested, 0.37% active | TR-FRET eIF4E-eIF4GI(517-606) binding, 2 h;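 active = inhibition above about 30%, limit read from the data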;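 note: 0% = full FRET control wells and 100% = background wells lacking eIF4GI fragment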
FXIa inh: blocks human coagulation factor XIa protease activity; purified FXIa, Boc-Glu-Ala-Arg-AMC fluorogenic substrate; inhibition, % at 5 µM; 220,000 tested, 0.14% active; AID 798;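 active = inhibition of at least 40%; inactive = inhibition below 40%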;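 note: fluorescence of freed AMC excited at 355 nm; 0% = enzyme without compound and 100% = no enzyme blank; many of its hits are not listed in these tables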
MDM2 E3 inh: blocks human Mdm2 ubiquitin ligase activity; signal enhancement, % at 5 µM; cell-based MDM2 ubiquitination luciferase reporter, 2 h; 0 = plate control, 100 = twice control, blank-subtracted; 210,000 tested, 0.11% active;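 active = signal enhancement of 30% or more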;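 note: luminescence tracks abundance of the self-degrading MDM2-luciferase fusion protein; higher signal means inhibition of MDM2 E3 ligase activity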
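Material: Stable MDM2–luciferase fusion reporter cells | Amount: 2000 cells seeded into each well | Dosing: One concentration, 5 µM, with 0.2% DMSO | Incubation: 4 h cell settling then 2 h compound exposure, 37 °C | Measured by: Luciferase luminescence | Read-out basis: % enhancement relative to plate controls after blank subtraction | Benchmarks: Control and blank well means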
FXIIa inh 1536: factor XIIa (human) inhibition; P00748; purified FXIIa, Boc-QGR-AMC fluorogenic substrate, 2 h; inhibition, % at 5 µM; 220,000 tested, 0.3% active; in the data active = inhibition above about 40%;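 note: 0% = enzyme with no compound and 100% = blank without enzyme; many of its hits are not listed in these tables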
14-3-3 Bad PPI: disrupts binding of bovine 14-3-3 zeta to phospho-Bad peptide; TR-FRET 14-3-3zeta/Dy647-pBad peptide displacement, 1 h; 220,000 tested, 0.71% active; inhibition, % at 21.7 µM; P63103;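 active = inhibition above about 70%, limit read from the data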;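 note: 0% = full 14-3-3 plus peptide FRET controls and 100% = background without 14-3-3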
Wee1 stabilizer: blocks degradation of human Wee1 kinase | P30291 | HeLa Luc-Wee1K328M stability, luciferase luminescence; 100% = proteasome inhibitor MG132 effect | reporter increase, % at 5 µM | 220,000 tested, 1.2% active | AID 1321;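 active = activation above the mean of all tested compounds plus 3 SD, set per screening run, cut at about 8.8% in these data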;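 note: cells exposed to compound for 20 h before luminescence read; 0% = DMSO alone and 100% = MG132 at 30 µM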
KLK5 inh: kallikrein 5 (human) inhibition | Q9Y337 | recombinant hK5, fluorogenic AMC substrate cleavage | 210,000 tested, 0.59% active | inhibition, % at 5 µM;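 active = inhibition of 40% or more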;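 note: 0% = enzyme controls without compound and 100% = no-enzyme blanks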
Target sequence (Q9Y337 67-293 limits assumed): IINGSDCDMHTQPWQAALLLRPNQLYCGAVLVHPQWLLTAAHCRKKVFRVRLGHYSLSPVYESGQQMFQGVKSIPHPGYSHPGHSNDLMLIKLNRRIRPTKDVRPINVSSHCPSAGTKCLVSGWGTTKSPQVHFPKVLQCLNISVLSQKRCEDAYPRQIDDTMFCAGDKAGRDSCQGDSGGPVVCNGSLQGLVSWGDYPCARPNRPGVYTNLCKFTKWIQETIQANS
Numbers without * were called inactive; / = not tested or not shown; [ ] = remark or other dose.

(1) O=C(COC(=O)[C@H](Cc1ccccc1)NS(=O)(=O)c1ccccc1F)NC1CCCCC1
(2) CC1CCCCN1C(=O)Cn1cc(C#N)c2ccccc21 (stereo not drawn)
(3) CC1CCC/C=C/C(=O)c2c(O)cc(O)cc2CC(=O)O1 (stereo not drawn)
(4) COc1ccc(C(=O)Cn2c(=O)c(CCC(=O)O)nn3c4ccccc4nc23)cc1OC
(5) COc1nc(OC)nc(N(C)CCO)n1
(6) CN(C)C(=O)CSc1nnc(-c2cccs2)n1-c1ccccc1
(7) O=c1c2ccccc2cnn1Cc1n[nH]c(=S)n1-c1ccc(Cl)cc1Cl
(8) CCC(=O)Nc1cccc(NC(=S)NC(=O)c2ccccc2C)c1

Assay by compound	1	2	3	4	5	6	7	8
Rad51 HR inh	-2	6	-5	-3	-6	7	/	5
p97 ATPase inh	0	1	/	1	-1	3	-2	0
eIF4E-4G inh	3	0[fluorescence artefact?]	-17	7	-3[fluorescence artefact?]	-1	-3	-3
FXIa inh	-2	8	3	-3	16	1	11	-5
MDM2 E3 inh	-1	-7	-27	-18	-7	/	-4	-12
FXIIa inh 1536	5	13	8	-2	27	11	15	0
14-3-3 Bad PPI	-7	4	-2	7	7[fluorescence artefact?]	-4	7	-5
Wee1 stabilizer	0	2	/	0	-1	-3	-3	6
KLK5 inh	-1	-8	4	-18	3	1	-5	-4

(9) Cc1nonc1-c1csc(N)n1
(10) Cc1ccc(N2C(=O)C3C4C=CC(CNC(=S)N5CCN(c6ccccn6)CC5)(O4)C3C2=O)cc1 (stereo not drawn)
(11) Cc1ccc(C(=O)NNC(=S)Nc2cccc3ccccc23)s1
(12) CCOC(=O)C(C)Oc1cccc2c(=O)n(CC(=O)NCc3ccccc3)ccc12 (stereo not drawn)
(13) CC(C)CC(N=Cc1c(O)c2ccccc2oc1=O)C(=O)O (stereo not drawn)
(14) COc1ccc(-c2nnc(SCC(=O)N3CCOCC3)n2C)cc1OC
(15) Cn1c(C(=O)N2CCN(c3ncccn3)CC2)cc2c(=O)n(C)c3ccccc3c21
(16) N#Cc1nc(-c2ccc(Cl)cc2)oc1NCc1ccco1

Assay by compound	9	10	11	12	13	14	15	16
Rad51 HR inh	4	3	-4	/	-9	-3	-1	-7
p97 ATPase inh	4	1	-2	0	2	3	1	1
eIF4E-4G inh	-1	1	2[fluorescence artefact?]	-2	-4	4	-6	0
FXIa inh	-5	1	0	-1	8	24	4	2
MDM2 E3 inh	-5	-18	-8	1	-3	-12	-34	2
FXIIa inh 1536	3	6	8	10	1	29	32	1
14-3-3 Bad PPI	0	-18	-10[fluorescence artefact?]	6	3	9	-6	-1[fluorescence artefact?]
Wee1 stabilizer	-2	5	-1	-1	0	-3	-1	6
KLK5 inh	-5	3	-262	0	0	-11	46*	-96

(17) COc1cc(S(=O)(=O)N2CCC(c3nc4ccccc4s3)CC2)ccc1S(=O)(=O)N1CC(C)CC(C)C1 (stereo not drawn)
(18) COc1cccc(C(=O)Nc2c(C)nn(-c3ccccc3)c2C)c1
(19) Oc1ccc2ccccc2c1N=Nc1nccs1
(20) Cc1cc(/C=N/NC(N)=O)c(C)c(CO)c1
(21) Cc1ccc(/C(N)=N/OC(=O)c2ccc(C)cc2Cl)cc1
(22) O=C(N/N=C/c1cccnc1)C(O)c1ccccc1 (stereo not drawn)
(23) CCC1CCCCN1CCNC(=O)CCS(=O)(=O)c1ccc(Br)cc1 (stereo not drawn)
(24) Cc1cccc(OS(=O)(=O)NC(=O)OCC2CCCN3CCCCC23)c1 (stereo not drawn)

Assay by compound	17	18	19	20	21	22	23	24
Rad51 HR inh	4	-2	14	/	/	-5	-4	0
p97 ATPase inh	0	-2	-8	2	-1	-1	-1	-4
eIF4E-4G inh	1	0	3	-6	-1[fluorescence artefact?]	0[fluorescence artefact?]	0	0
FXIa inh	4	-1	1	6	6	-6	3	-6
MDM2 E3 inh	0	-6	8	8	-54	-8	12	0
FXIIa inh 1536	15	/	3	18	11	-8	9	4
14-3-3 Bad PPI	9	14	-12	-8	-5	-2	-2	-1
Wee1 stabilizer	-1	3	-1	-2	-2	1	-2	1
KLK5 inh	-3	2	-23	-9	-12	-6	-6	-13

(25) COC(=O)C1=C(NC(=O)CCCCl)CCS1
(26) CC(NC(=O)C1CC1)C(c1cccs1)N1CCN(c2ccccc2)CC1 (stereo not drawn)
(27) CC1CC(C)CN(CCOc2ccc(Br)cc2)C1 (stereo not drawn)
(28) COc1cc(NC(=S)NC(=O)c2ccc(C(C)(C)C)cc2)ccc1NC(=O)c1cccs1
(29) Cc1ccc(S(=O)(=O)Nc2ccc(Cl)cc2)cc1NC(=O)c1cc2c(s1)CCCC2
(30) Nc1cc([N+](=O)[O-])ccc1N1C(=O)CCCC1=O
(31) CCC(=O)Nc1cc(C(=O)OCC(=O)c2ccccc2Cl)ccc1C
(32) COc1cc(OC)c2nc(C)c3c(c2c1)N(c1ccc(O)cc1)CC3

Assay by compound	25	26	27	28	29	30	31	32
Rad51 HR inh	-2	-6	24	-5	8	1	-1	/
p97 ATPase inh	7	-7	0	3	3	12	-7	-1
eIF4E-4G inh	0	0[fluorescence artefact?]	4	1	17	6	-11	-2
FXIa inh	6	-1	31	-6	0	-6	2	8
MDM2 E3 inh	-8	-18	-9	-7	15	-13	-5	-22
FXIIa inh 1536	8	10	30	7	4	3	14	19
14-3-3 Bad PPI	4	26[fluorescence artefact?]	25	-6	0[fluorescence artefact?]	2	-3	-8
Wee1 stabilizer	0	-2	0	-2	-2	1	-2	-2
KLK5 inh	-6	-12	0	0	-17	-5	4	-1

Shown as labelled records: 4 of the compounds above
#29 Cc1ccc(S(=O)(=O)Nc2ccc(Cl)cc2)cc1NC(=O)c1cc2c(s1)CCCC2
  Rad51 HR inh: 8
  p97 ATPase inh: 3
  eIF4E-4G inh: 17
  FXIa inh: 0
  MDM2 E3 inh: 15
  FXIIa inh 1536: 4
  14-3-3 Bad PPI: 0[fluorescence artefact?]
  Wee1 stabilizer: -2
  KLK5 inh: -17
#30 Nc1cc([N+](=O)[O-])ccc1N1C(=O)CCCC1=O
  Rad51 HR inh: 1
  p97 ATPase inh: 12
  eIF4E-4G inh: 6
  FXIa inh: -6
  MDM2 E3 inh: -13
  FXIIa inh 1536: 3
  14-3-3 Bad PPI: 2
  Wee1 stabilizer: 1
  KLK5 inh: -5
#31 CCC(=O)Nc1cc(C(=O)OCC(=O)c2ccccc2Cl)ccc1C
  Rad51 HR inh: -1
  p97 ATPase inh: -7
  eIF4E-4G inh: -11
  FXIa inh: 2
  MDM2 E3 inh: -5
  FXIIa inh 1536: 14
  14-3-3 Bad PPI: -3
  Wee1 stabilizer: -2
  KLK5 inh: 4
#32 COc1cc(OC)c2nc(C)c3c(c2c1)N(c1ccc(O)cc1)CC3
  Rad51 HR inh: /
  p97 ATPase inh: -1
  eIF4E-4G inh: -2
  FXIa inh: 8
  MDM2 E3 inh: -22
  FXIIa inh 1536: 19
  14-3-3 Bad PPI: -8
  Wee1 stabilizer: -2
  KLK5 inh: -1

New compounds follow.
(33) CC1=C(C(=O)OC(C)C)C(c2cccnc2)n2ncnc2N1 (stereo not drawn)
(34) CC(=O)c1ccc(N=Nc2ccc(N(C)C)cc2)cc1
(35) O=C(N/N=C\C=C\c1ccc2c(c1)OCO2)c1cccnc1
(36) COc1ccccc1Cn1c(=S)[nH]c2cc(C(=O)NCc3cccnc3)ccc2c1=O
(37) COc1cccc([C@@H]2Oc3ccc(OC)cc3C(=O)[C@H]2OC(=O)NCc2ccc3c(c2)OCO3)c1
(38) CN(C)/C=C/C(=O)c1cccc(Cl)c1
(39) Cc1ccccc1CSCC(=O)N/N=C/c1cccs1
(40) Cc1nc(N2CCN(C)CC2)c2c(C)c(C(=O)Nc3ccc(F)cc3)sc2n1

Assay by compound	33	34	35	36	37	38	39	40
Rad51 HR inh	-6	5	1	9	/	2	2	11
p97 ATPase inh	-3	1	4	9	-1	-1	0	-4
eIF4E-4G inh	-4	-3	2[fluorescence artefact?]	-2	-1[fluorescence artefact?]	1[fluorescence artefact?]	-7	-2
FXIa inh	2	-1	-3	-2	2	-6	-6	0
MDM2 E3 inh	-12	-70	-4	-10	/	-3	-2	-18
FXIIa inh 1536	13	10	2	5	7	2	7	11
14-3-3 Bad PPI	6[fluorescence artefact?]	-3	-4	-8	-7	-1[fluorescence artefact?]	0	4
Wee1 stabilizer	-2	5	2	-1	7	0	0	0
KLK5 inh	6	8	3	-1	-4	-28	1	-2

(41) COc1cc(/C=N/NC(=S)NCCN2CCOCC2)ccc1O
(42) COc1ccc(C(=O)NC(=O)COC(=O)c2ccc3ncsc3c2)cc1
(43) CCCCC(=Nc1ccccc1OC)C1=C(O)CC(c2ccccc2)CC1=O (stereo not drawn)
(44) S=c1[nH]ncn1/N=C/c1ccc(Br)cc1
(45) O=C(c1ccc2nc(N3CCOCC3)sc2c1)N1CCC(Cc2ccccc2)CC1
(46) O=C(c1ccccc1-c1ccccc1)N1CCOCC1
(47) c1ccc(CSc2nnc(-c3ccco3)n2Cc2ccccc2)cc1
(48) CCOC(=O)N/N=C/c1c(C)nn(-c2cccc(C(F)(F)F)c2)c1Cl

Assay by compound	41	42	43	44	45	46	47	48
Rad51 HR inh	23	1	2	1	-2	3	1	13
p97 ATPase inh	-1	5	6	6	-1	-2	-2	-5
eIF4E-4G inh	-4	-3	2	19[fluorescence artefact?]	-2[fluorescence artefact?]	-4	0	-1[fluorescence artefact?]
FXIa inh	1	6	8	0	1	-5	-10	-5
MDM2 E3 inh	-18	-3	2	/	-8	-4	-6	6
FXIIa inh 1536	9	11	6	10	-9	-8	16	3
14-3-3 Bad PPI	-13	78*	-1	-19[fluorescence artefact?]	-1	-9	2	1[fluorescence artefact?]
Wee1 stabilizer	-1	1	-1	0	1	1	2	4
KLK5 inh	-11	8	-7	4	-7	-16	8	-18

(49) CC1(c2ccc3noc(-c4ccccc4)c3c2)OCCO1
(50) Cc1cc(C)n(Cc2ccc(Cl)c(Cl)c2)c(=O)c1S(=O)(=O)c1ccccc1
(51) CO/N=C(/CNC(=O)c1ccc(Cl)cc1Cl)c1ccc(Cl)cc1
(52) Cc1onc(-c2ccccc2Cl)c1C(=O)Nc1sc2c(c1C#N)CCC2
(53) Cc1cc(=O)[nH]c(SCC(=O)N2CCC(C(N)=O)CC2)n1
(54) OCCOc1ccc(C2=NCCO2)cc1
(55) COC(=O)C1SCC2C(=O)N(Cc3ccc(Cl)c(Cl)c3)CC(=O)N21 (stereo not drawn)
(56) O=C(CSc1nnc(CNC(=O)c2ccccc2F)o1)NCC1CCCO1 (stereo not drawn)
(57) CCC(C)(C(=O)Nc1ccccc1C)N(C(=O)CNC(C)=O)c1ccccc1C (stereo not drawn)

Assay by compound	49	50	51	52	53	54	55	56	57
Rad51 HR inh	-1	/	/	-10	-3	-1	-1	-5	-21
p97 ATPase inh	0	1	0	-2	7	-3	-2	0	-2
eIF4E-4G inh	-2[fluorescence artefact?]	-13	-8	-1	-4	-9	-2	-7	20
FXIa inh	3	-3	4	-8	-8	-3	20	5	-2
MDM2 E3 inh	-4	-1	-8	9	-14	-16	7	-2	7
FXIIa inh 1536	7	7	13	7	0	7	16	17	3
14-3-3 Bad PPI	11	-17	0	15	-4	11	0	-14[fluorescence artefact?]	-9
Wee1 stabilizer	-1	-1	0	-1	-2	-1	-1	0	-2
KLK5 inh	-2	-58	-14	25	-5	-13	16	-7	-13
